From PubChem BioAssay
Rad51 HR inh – human RAD51 strand exchange inhibitors, primary screen, biochemical, fluorescence | DNA repair protein RAD51 homolog 1 (Homo sapiens), Q06609 | hRad51 DNA strand exchange, fluorescence dequenching | inhibition, % at 10 µM | hit rate 0.085% among 200,000 | AID 1385, 2008;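 active = inhibition above 40% at the single screening dose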;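 note: 0% = DMSO control wells and 100% = blanks with heterologous ssDNA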
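Test system: preformed human Rad51 ssDNA filaments. Compound dosing: single dose, 10 µM final compound. Incubation: filaments 15 min 37 °C, then compound 30 min. Technique: FRET fluorescence dequenching, excitation 485 nm, emission 520 nm. Read-out basis: percent inhibition from fluorescence, normalised to plate control and blank means. Benchmarks: plate controls and plate blanks.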
PGE2 EP2 inh – human EP2 receptor antagonists, primary screen, TR-FRET cAMP, C6 glioma cells | Prostaglandin E2 receptor EP2 subtype (Homo sapiens), P43116 | C6 glioma cells expressing human EP2; cells stimulated with saturating PGE2 | inhibition, % at 25 µM | hit rate 0.52% among 260,000 | AID 1422, 2008;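 active = percent inhibition above 40 after rounding to a whole number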;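 note: rat C6 glioma host cells with rolipram phosphodiesterase inhibitor present; the protocol text gives 20 µM as final concentration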
14-3-3 Bad PPI – inhibitors of 14-3-3 zeta/Bad binding, primary screen, biochemical, TR-FRET, bovine 14-3-3 zeta; 14-3-3 protein zeta/delta (Bos taurus), P63103; TR-FRET 14-3-3zeta/Dy647-pBad peptide displacement, 1 h; AID 781, 2007; inhibition, % at 21.7 µM; hit rate 0.71% among 220,000;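 active = inhibition above about 70%, limit read from the data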;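 note: 0% = full 14-3-3 plus peptide FRET controls and 100% = background without 14-3-3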
zVAD death inh – inhibitors of zVAD-triggered necroptosis, primary screen, L929 cells. AID 1377, 2008. L929 zVAD necroptosis rescue, ATP luminescence, 24 h; with zVAD 60 µM. hit rate 0.38% among 220,000. viability rescue, % at 10 µM;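 active = activation, scaled between plate controls, above about 75%, limit read from the data; inactive = activation under that limit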;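 note: 0% = zVAD with DMSO and 100% = DMSO alone without zVAD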
TbHK1 inh – Trypanosoma brucei hexokinase 1 inhibitors, primary screen, biochemical, G6PDH-coupled NADH absorbance, MLSCN library | hexokinase 1 [Trypanosoma brucei] | recombinant TbHK1, G6PDH-coupled NADH A340 | inhibition, % at 10 µM | hit rate 0.11% among 220,000 | AID 1430, 2008;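 active = inhibition of 50% or more in the single-dose primary screen; inactive = inhibition below 50%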
Calpain2 inh – inhibitors of pig calpain II, primary screen, biochemical, fluorogenic peptide substrate, 1536-well; hit rate 0.37% among 220,000; purified calpain II, 30 min; inhibition, % at 16 µM;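 active = inhibition above about 50%, limit read from the data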
eIF4E-4G inh – eIF4E–eIF4G protein interaction inhibitors, primary screen, biochemical, uHTS, TR-FRET, eIF4GI fragment | hit rate 0.37% among 220,000 | inhibition, % at 21.7 µM | TR-FRET eIF4E-eIF4GI(517-606) binding, 2 h;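 active = inhibition above about 30%, limit read from the data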;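 note: 0% = full FRET control wells and 100% = background wells lacking eIF4GI fragment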
Target sequence (P63073 whole entry, looked up, the tested form may be a part): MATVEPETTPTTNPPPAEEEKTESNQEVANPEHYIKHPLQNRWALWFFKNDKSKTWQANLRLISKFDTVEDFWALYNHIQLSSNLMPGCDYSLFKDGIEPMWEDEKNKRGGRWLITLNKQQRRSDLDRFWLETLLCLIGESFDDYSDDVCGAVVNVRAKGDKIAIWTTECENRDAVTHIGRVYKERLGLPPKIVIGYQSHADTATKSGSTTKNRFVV
Target sequence (Q04637 whole entry, looked up, the tested form may be a part): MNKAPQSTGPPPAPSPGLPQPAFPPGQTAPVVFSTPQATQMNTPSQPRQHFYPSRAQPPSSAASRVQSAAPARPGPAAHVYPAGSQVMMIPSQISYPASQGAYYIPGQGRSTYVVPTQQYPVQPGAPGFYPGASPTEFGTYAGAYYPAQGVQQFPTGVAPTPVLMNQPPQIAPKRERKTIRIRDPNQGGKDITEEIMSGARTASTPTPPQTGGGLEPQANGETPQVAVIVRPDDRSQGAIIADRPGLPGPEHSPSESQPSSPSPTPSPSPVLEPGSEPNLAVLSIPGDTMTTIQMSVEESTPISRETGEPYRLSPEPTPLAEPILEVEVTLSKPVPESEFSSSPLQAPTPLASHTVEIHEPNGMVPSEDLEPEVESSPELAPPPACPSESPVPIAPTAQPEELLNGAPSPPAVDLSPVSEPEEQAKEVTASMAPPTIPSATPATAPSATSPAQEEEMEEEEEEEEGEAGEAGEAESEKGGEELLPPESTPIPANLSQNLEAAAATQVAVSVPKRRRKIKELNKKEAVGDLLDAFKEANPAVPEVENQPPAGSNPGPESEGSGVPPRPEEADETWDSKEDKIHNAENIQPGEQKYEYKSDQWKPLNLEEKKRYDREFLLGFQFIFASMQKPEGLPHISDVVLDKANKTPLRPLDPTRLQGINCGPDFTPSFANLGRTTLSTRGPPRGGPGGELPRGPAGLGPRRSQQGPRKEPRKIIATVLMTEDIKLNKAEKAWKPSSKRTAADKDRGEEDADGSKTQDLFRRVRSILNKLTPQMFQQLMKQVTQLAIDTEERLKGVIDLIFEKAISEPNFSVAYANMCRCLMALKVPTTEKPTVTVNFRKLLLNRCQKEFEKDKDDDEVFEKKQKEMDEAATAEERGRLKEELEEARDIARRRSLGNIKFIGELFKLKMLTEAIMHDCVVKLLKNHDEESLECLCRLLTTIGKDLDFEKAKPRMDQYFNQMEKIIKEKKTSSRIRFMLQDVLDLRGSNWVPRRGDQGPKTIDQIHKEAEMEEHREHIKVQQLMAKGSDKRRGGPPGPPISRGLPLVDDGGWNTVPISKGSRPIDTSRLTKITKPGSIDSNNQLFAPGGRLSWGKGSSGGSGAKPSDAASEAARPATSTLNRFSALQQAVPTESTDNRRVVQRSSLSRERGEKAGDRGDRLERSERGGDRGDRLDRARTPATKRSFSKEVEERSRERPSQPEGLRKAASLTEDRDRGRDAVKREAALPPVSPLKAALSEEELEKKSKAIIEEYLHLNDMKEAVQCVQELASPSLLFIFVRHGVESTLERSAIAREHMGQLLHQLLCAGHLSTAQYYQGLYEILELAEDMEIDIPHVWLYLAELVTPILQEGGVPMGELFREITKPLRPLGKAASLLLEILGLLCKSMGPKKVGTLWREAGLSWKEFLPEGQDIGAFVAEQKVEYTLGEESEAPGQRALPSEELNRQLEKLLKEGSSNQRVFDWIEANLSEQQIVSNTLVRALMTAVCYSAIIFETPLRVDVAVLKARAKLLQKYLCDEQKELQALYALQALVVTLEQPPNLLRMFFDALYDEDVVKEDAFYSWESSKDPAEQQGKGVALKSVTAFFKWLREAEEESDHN
EP2 modulator – EP2 receptor modulators, cAMP readout, primary screen, cell-based, HTRF cAMP, PGE2 stimulation; EP2-expressing cells, cAMP HTRF FRET, PGE2 co-stimulation; induction, % at 25 µM; hit rate 0.83% among 260,000;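 active = compounds whose cAMP rise, as percent of the full-agonist control response, exceeds 60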;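 note: rat C6 glioma line stably carrying human EP2 under a CMV promoter; the protocol text gives 20 µM as final concentration; 100% = response of wells given 1 µM PGE2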
Hck Nef HTS – inhibitors of Nef-activated human Hck kinase, primary screen, biochemical, Z-Lyte FRET, 384-well, Hck-YEEI | inhibition, % at 20 µM | hit rate 0.68% among 220,000 | Recombinant Hck-YEEI plus Nef, Z-Lyte FRET kinase assay | Tyrosine-protein kinase HCK (Homo sapiens), P08631;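 active = Hck-Nef kinase inhibition above about 50%, limit read from the data; inactive = inhibition below that limit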;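 note: 0% = DMSO with Hck plus Nef and 100% = Hck alone without Nef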
* hit, by the source's call; i = inactive; . = no result given; & = joins results of further samples; [ ] = another dose, or the depositor's remark.

cpd	SMILES	Rad51 HR inh	PGE2 EP2 inh	14-3-3 Bad PPI	zVAD death inh	TbHK1 inh
1	COc1ccc(/C=N/NC(=O)CCn2nc(C)cc2C)cc1O	.	1	-4	0.1	-18
2	COC(=O)CSC1=C(C#N)C(c2ccccc2)CC(=O)N1 (stereo not given)	4	3	3	-0.3	3
3	O=C(CN1CCN(c2ncccn2)CC1)N1CCc2ccccc21	-4	12	58[fluorescence artefact?]	1.1	-5
4	O=C1NC(c2ccc3c(c2)OCO3)Nc2ccccc21 (stereo not given)	-3	4	-7	3.2	-6
5	CCOC(=O)C(=O)Nc1sc(C(=O)N(CC)CC)c(C)c1C#N	8	6&7	-9	4.5	-23
6	COc1cc(NC(=O)COC(=O)CNS(=O)(=O)c2ccc(F)c(F)c2F)cc(OC)c1	-2	4	-16[fluorescence artefact?]	1.0	0
7	CCN(Cc1cc2cc(C)ccc2[nH]c1=O)S(=O)(=O)c1ccccc1	0	4	-6	-0.1	-10
8	Cn1c(-c2ccc[nH]c2=O)nc2cc(Cl)ccc21	-11	8	5	-0.3	-17
9	COc1ccccc1-n1cc(C(=O)N2CCCC(CO)(Cc3ccccc3C)C2)cn1 (stereo not given)	.	4	-21	-0.2	5
10	N/C(=N\N=C\c1ccc(Br)o1)c1nonc1N	16	9	4	2.1	-68
11	OCC(O)CNC(=S)NC1CCCCC1 (stereo not given)	-3	6	-13	18	3
12	COC(=O)C1CSc2[nH]c(=O)sc2C1c1ccc(O)c(OC)c1 (stereo not given)	0	5	-3	0.8	-4
13	O=C(CN1/C(=C(/O)c2ccccc2)C(=O)c2ccccc2S1(=O)=O)c1ccccc1	-2	7	-2	-0.9	-18
14	CS(=O)(=O)N(CC(=O)NC1CCCCC1)c1cccc(F)c1	-2	4	-14	1.6	-4
15	Cn1c(=O)n(C)c2cc([N+](=O)[O-])c(N3CCN(S(C)(=O)=O)CC3)cc21	0	13	-10	1.7	22

cpd	Calpain2 inh	eIF4E-4G inh	EP2 modulator	Hck Nef HTS
1	3	-3	-10	19
2	35	2	16	-1
3	-13	3	-9	2
4	i	5	26	3
5	4	0	-17&15	19
6	-10	2	4	-2
7	-26	-3	2	2
8	i	-5	-1	1
9	22	3	-28	-12
10	23	0	-17	11
11	-13	-1	6	19
12	-21	2	7	-3
13	-52	-5	30	0
14	-6	1	2	17
15	10	-6	-6	2

cpd	SMILES	Rad51 HR inh	PGE2 EP2 inh	14-3-3 Bad PPI	zVAD death inh	TbHK1 inh
16	C[n+]1ccc(CC2C(=[N+]([O-])[O-])C=Nc3ncnn32)cc1 (stereo not given)	-4	5	-9	2.0	-10
17	CC(C)(C)c1cc(-c2csc(Nc3ccccc3)[n+]2Cc2ccc(C(=O)O)cc2)cc(C(C)(C)C)c1O	10	13	42	1.2	24
18	C=CCNC(=S)N/N=C/c1ccc(C)cc1C	11	9	-18	2.6	-19
19	CCn1cc(C(=O)O)c(=O)c2cc(F)c(N3CCN(C(=S)NC(=O)c4cccc(F)c4)CC3)cc21	-16	7	0	-0.5	-25
20	CCOc1ccc2c(c1)C(c1ccccc1)=NNC(c1ccccc1)=N2	-5	20	2[fluorescence artefact?]	-0.7	5
21	CC(=O)Nc1ccc(S(=O)(=O)NCc2csc(-c3cccnc3)n2)cc1	6	5	2	0.5	-6
22	COc1cc(C(=O)NCC(=O)OCc2cc(=O)oc3c(C)c(C)ccc23)cc(OC)c1OC	7	6	2	1.8	-6
23	Cc1oc(-c2ccccc2Cl)nc1CSc1nc2c(c(=O)[nH]1)CCCC2	2	5	10	1.5	-9
24	COC(=O)c1cc2cc(Cl)ccc2nc1SC	6	13	-7	0.4	-6
25	Cc1cc(C)c(O)c(-c2cc(C(=O)Nc3ccc(S(=O)(=O)N4CCOCC4)cc3)[nH]n2)c1	1	8	-4	1.4	-3
26	C/C=C(/C)C(=O)O[C@@H]1c2cc3c(c(OC)c2-c2c(cc(OC)c(OC)c2OC)[C@@H](OC(C)=O)[C@@H](C)[C@H]1C)OCO3	0	10	-6	-0.1	3
27	CCOC(=O)N1CCC(N(CCN(C)C)C(=S)Nc2cccc(C)c2)CC1	-5	2	-10	0.8	-2
28	CC(=O)NC(C)(C)C1CC=C(C)/C(=N\O)C1 (stereo not given)	0	5	2	2.9	-3
29	CSC1=N/C(=C/c2cccnc2)C(=O)N1Cc1ccccc1	-6	4	-5	1.3	-32
30	CC(Sc1nncn1C)C(=O)Nc1nnc(-c2ccccc2)s1 (stereo not given)	1	11	11	0.9	-27

cpd	Calpain2 inh	eIF4E-4G inh	EP2 modulator	Hck Nef HTS
16	-10	2	19	-7
17	0	11	-52	76*
18	38	0	28	22
19	-24	-1	-27	-4
20	10	1	18	15
21	12	4	13	0
22	-17	-3	15	-7
23	-6	-12	23	10
24	-9	-5	19	8
25	-88	-4	-21	0
26	-13	-1	-23	19
27	9	5	-1	2
28	6	1	-4	-1
29	-20	-3	-12	26
30	-5	-2	19	1

Entries by screen from the list:
Compounds 6 to 16 in PGE2 EP2 inh, in turn: 4, 4, 8, 4, 9, 6, 5, 7, 4, 13, 5
Compounds 6 to 16 in EP2 modulator, in turn: 4, 2, -1, -28, -17, 6, 7, 30, 2, -6, 19

(more compounds)
cpd	SMILES	Rad51 HR inh	PGE2 EP2 inh	14-3-3 Bad PPI	zVAD death inh	TbHK1 inh
31	COc1cc(OC)c2ccc(=O)oc2c1C(CC(=O)N1CCN(c2ccccc2)CC1)c1ccc2c(c1)OCO2 (stereo not given)	-8	16	-6	-0.7	-20
32	COc1ccc(NC(=O)OCCN2CCN(Cc3ccccc3)CCC2=O)cc1	-3	11	-12	4.3	1
33	Cc1ccc(S(=O)(=O)NNC(=S)Nc2cccc(F)c2)cc1	-7	12	-5	0.5	-12
34	O=C(CC1Nc2ccccc2NC1=O)NCC1COc2ccccc2O1 (stereo not given)	-3	10	2	2.5	-18
35	COC(=O)c1c(NC(=O)CN2CCC(C(N)=O)CC2)c2c(C)cccc2n1C	3	6	-5[fluorescence artefact?]	0.0	-5
36	CC(C(=O)OCC(=O)Nc1cccc(S(=O)(=O)N(C)C)c1)N1C(=O)c2ccccc2C1=O (stereo not given)	2	6	-5	0.8	-5
37	CCOc1ccc(N2C(=O)CC(N(C)Cc3ccccc3)C2=O)cc1 (stereo not given)	.	3	5	.	6
38	Clc1ccc(OCCSc2ncccn2)cc1	-5	9	-9	0.1	-7
39	CN(CC(=O)NCc1ccncc1)S(=O)(=O)c1ccc(Cl)cc1	-10	-1	-8	2.4	4
40	Cn1ccc(=S)c2ccccc21	17	10	36	3.3	-3
41	C/C(=N\Nc1cccc(Cl)c1)c1ccncc1	8	12	-12	30	-11
42	O=C1CC(=O)Nc2cc(S(=O)(=O)N3CCN(c4cccc(C(F)(F)F)c4)CC3)ccc2N1	-7	4	9	0.1	6
43	O=C(CN(C(=O)c1ccc(Cl)cc1Cl)N1C(=O)C2C3C=CC(C3)C2C1=O)c1ccc(F)cc1 (stereo not given)	4	-1	.	-0.5	7
44	O=C(NCc1ccco1)/C(=C\c1cccs1)NC(=O)c1ccco1	8	8	-3	1.4	-21
45	COc1ccc2c(C(=O)CN3CCC(C)CC3)c[nH]c2c1	2	5	15	1.8	-7

cpd	Calpain2 inh	eIF4E-4G inh	EP2 modulator	Hck Nef HTS
31	-85	-4	-1	24
32	-15	3	20	-2
33	12	-3	3	10
34	-62	1	-61	1
35	-38	-10	25	0
36	-4	-1	-36	5
37	36	-2	7	-12
38	22	6[fluorescence artefact?]	-10	3
39	-14	1	5	20
40	-21	0	17	13
41	-12	2	-7	-1
42	-1	-1	-34	-7
43	.	.	.	-1
44	14	-1	16	-3
45	10	-3[fluorescence artefact?]	-9	2

Whole records from above. Values in the order: Rad51 HR inh | PGE2 EP2 inh | 14-3-3 Bad PPI | zVAD death inh | TbHK1 inh | Calpain2 inh | eIF4E-4G inh | EP2 modulator | Hck Nef HTS
C/C(=N\Nc1cccc(Cl)c1)c1ccncc1 as listed: 8 | 12 | -12 | 30 | -11 | -12 | 2 | -7 | -1
CCOc1ccc(N2C(=O)CC(N(C)Cc3ccccc3)C2=O)cc1 (stereo not given) as listed: . | 3 | 5 | . | 6 | 36 | -2 | 7 | -12

(list continues)
cpd	SMILES	Rad51 HR inh	PGE2 EP2 inh	14-3-3 Bad PPI	zVAD death inh	TbHK1 inh
46	O=C(CCn1c(=O)c2ccccc2n(Cc2ccccc2)c1=O)NC1CCN(Cc2ccccc2)CC1	4	7	13	-0.2	-4
47	CCOc1ccc(NC(=NCc2ccc3c(c2)OCO3)SC2CC(=O)N(c3ccccc3)C2=O)cc1 (stereo not given)	0	10	-6	-0.2	-3
48	Cc1cc(Cl)cc(Cl)c1OCCCCN(C)C	0	0	4[fluorescence artefact?]	-0.7	1
49	CC1(C)Cc2c(C#N)c(N)sc(=S)c2CS1	.	23	63	2.5	-1
50	CC12CC(c3ccccc3O1)N(C(=O)c1ccco1)C(=S)N2c1ccc(F)cc1 (stereo not given)	-7	13	-13	0.2	-11
51	CCCc1nn(C)c(C(=O)Nc2ccc(Cl)cc2)c1Cl	7	11	6[fluorescence artefact?]	1.3	-1
52	CC(C)c1cc(C(=O)NC2CCCCC2)no1	-3	1	7[fluorescence artefact?]	0.2	4
53	NC(=S)Nc1ccc(C(F)(F)F)cc1Cl	-1	10	-7	-0.8	-3
54	CC(C)(C)c1cc(C(=S)N2CCN(CCO)CC2)cc(C(C)(C)C)c1O	0	4	-25[fluorescence artefact?]	0.4	0

cpd	Calpain2 inh	eIF4E-4G inh	EP2 modulator	Hck Nef HTS
46	13	-5	11	20
47	48	-1	24	8
48	13	2[fluorescence artefact?]	-7	3
49	-21	-5	-24	5
50	-20	3	14	-3
51	19	1	-4	0
52	-11	-4[fluorescence artefact?]	12	-8
53	-20	-4	15	-1
54	5	2	-9	2

Three structures out of the list, arranged by SMILES length, largest number first.
cpd	SMILES	Rad51 HR inh	PGE2 EP2 inh	14-3-3 Bad PPI	zVAD death inh	TbHK1 inh
47	CCOc1ccc(NC(=NCc2ccc3c(c2)OCO3)SC2CC(=O)N(c3ccccc3)C2=O)cc1 (stereo not given)	0	10	-6	-0.2	-3
54	CC(C)(C)c1cc(C(=S)N2CCN(CCO)CC2)cc(C(C)(C)C)c1O	0	4	-25[fluorescence artefact?]	0.4	0
52	CC(C)c1cc(C(=O)NC2CCCCC2)no1	-3	1	7[fluorescence artefact?]	0.2	4

cpd	Calpain2 inh	eIF4E-4G inh	EP2 modulator	Hck Nef HTS
47	48	-1	24	8
54	5	2	-9	2
52	-11	-4[fluorescence artefact?]	12	-8

Some of the compounds tested; rates above refer to the full screens.
